Compound activity deposited in PubChem BioAssay by National Center for Advancing Translational Sciences (NCATS).
POLI inh: DNA polymerase iota (human) inhibition; Q9UNA4; Pol iota fluorescent replication assay, 10 min; Potency, µM (highest dose often 115 µM), without a hit: top-dose activity, negative = inhibition, hits mostly inhibitors; 390,000 tested, 1% active; further: potency means the concentration at half of the fitted maximal effect
Target sequence (Q9UNA4 whole entry, looked up): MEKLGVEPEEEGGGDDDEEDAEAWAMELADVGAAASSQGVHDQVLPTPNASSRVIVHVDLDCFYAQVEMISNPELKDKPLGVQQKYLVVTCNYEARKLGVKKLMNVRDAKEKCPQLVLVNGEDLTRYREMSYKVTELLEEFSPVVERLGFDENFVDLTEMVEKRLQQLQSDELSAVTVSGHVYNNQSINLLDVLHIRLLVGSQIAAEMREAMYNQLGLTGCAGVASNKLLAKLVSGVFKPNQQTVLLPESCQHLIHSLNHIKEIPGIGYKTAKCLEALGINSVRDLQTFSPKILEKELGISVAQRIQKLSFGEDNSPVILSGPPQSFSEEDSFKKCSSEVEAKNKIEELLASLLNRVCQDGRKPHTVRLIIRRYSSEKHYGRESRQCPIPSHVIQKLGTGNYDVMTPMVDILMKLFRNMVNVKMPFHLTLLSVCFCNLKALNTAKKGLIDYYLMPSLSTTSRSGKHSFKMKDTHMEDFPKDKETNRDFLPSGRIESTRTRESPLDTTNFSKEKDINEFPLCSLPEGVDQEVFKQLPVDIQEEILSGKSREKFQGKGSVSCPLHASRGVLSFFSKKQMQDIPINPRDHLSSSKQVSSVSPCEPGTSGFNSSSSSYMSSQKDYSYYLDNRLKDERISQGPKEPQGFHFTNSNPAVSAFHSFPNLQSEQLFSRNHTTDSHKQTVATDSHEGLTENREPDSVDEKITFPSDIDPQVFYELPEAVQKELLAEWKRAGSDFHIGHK
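Fluorescent replication assay read twice, at 0 min and 10 min after adding 50 nM (final) substrate. Enzyme (10 nM) and compounds were first incubated 15 min at room temperature; enzyme-free buffer wells were negative controls.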
POLB inh: blocks human DNA polymerase beta activity. P06746. Pol beta primer extension/strand displacement, fluorescence kinetic. Potency, µM (top dose mostly 114 µM), without a hit: at the top dose activity change, negative = inhibition, usual class: inhibitors. 340,000 tested, 1.3% active; further: potency means the concentration at half of the fitted maximal effect; on the % scale 0 is the no-effect control and ±100 the full control effect
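Pol beta (10 nM) was preincubated with compound for 15 min at room temperature. The reaction was then started with 50 nM substrate and read immediately and after a further 10 min at room temperature.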
APE1 inh: APE1 (human) endonuclease inhibition. P27695. Potency, µM (doses to about 65.8 µM), inactives show at the highest dose activity change, negative = inhibition, usual class: inhibitors. recombinant APE1, TAMRA/BHQ-2 abasic DNA cleavage fluorescence. 350,000 tested, 0.35% active;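 further: potency means the concentration at half of the fitted maximal effect; plate controls were vehicle for no effect and reference inhibitor for full effect; nearly all actives have a fitted effect of over 55% in size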
Target sequence (P27695 whole entry, looked up): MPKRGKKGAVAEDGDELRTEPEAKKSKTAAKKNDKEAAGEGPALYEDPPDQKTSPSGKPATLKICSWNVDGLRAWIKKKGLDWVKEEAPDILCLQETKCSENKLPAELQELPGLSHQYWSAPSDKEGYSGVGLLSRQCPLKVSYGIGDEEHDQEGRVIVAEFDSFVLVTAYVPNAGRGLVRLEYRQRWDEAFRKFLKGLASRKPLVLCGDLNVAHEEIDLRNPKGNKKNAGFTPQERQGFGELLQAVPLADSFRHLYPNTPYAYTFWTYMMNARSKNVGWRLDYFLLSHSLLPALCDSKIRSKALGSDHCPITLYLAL
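Substrate: short duplex with […] THF abasic site, 5'-TAMRA and 3'-BHQ-2, 50 nM final. APE1 at 0.75 nM, preincubated 15 min RT with compound. Fluorescence increase from first to third read measured activity.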
BLM inh: Bloom syndrome helicase (human) inhibition | P54132 | recombinant BLM DNA unwinding, fluorescence dequenching | Potency, µM (top dose mostly 56.1 µM), for inactives: at the top dose activity change, negative = inhibition, hits mostly inhibitors | 350,000 tested, 0.2% active | AID 2528;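 further: potency means the concentration at half of the fitted maximal effect; plate controls were vehicle for no effect and no enzyme for full effect; nearly all actives have a fitted effect of over 35% in size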
LDHA block: inhibitors of human lactate dehydrogenase A; P00338; purified LDHA, NADH/diaphorase-resazurin fluorescence; active compounds read low; activity change, % (values are at about 110 or 230 µM); 480,000 tested, 0.15% active; in the data active means activity change below about -30%; inconclusive means mostly about -25% to -30%;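 further: plate controls were DMSO wells for no effect and wells without enzyme for full effect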
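Human LDH5 (2 nM) was incubated with 0.06 mM NADH and 0.2 mM pyruvate for 5 min at room temperature in Tris pH 7.4. Remaining NADH was coupled through diaphorase/resazurin, and resorufin fluorescence was read at 0 and 20 min.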
Pol eta inh: blocks human DNA polymerase eta activity; Q9Y253; recombinant Pol eta, fluorescent DNA replication assay; Potency, µM (top dose mostly 114 µM), for inactives: at the top dose activity change, negative = inhibition, hits mostly inhibitors; 390,000 tested, 1.2% active; further: potency means the concentration at half of the fitted maximal effect; on the % scale 0 is the no-effect control and ±100 the full control effect
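Pol eta at 10 nM preincubated with compounds 15 min at room temperature; reaction started with fluorescent substrate (50 nM final) and read kinetically at 0 and 10 min.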
Apoferritin bind: binds horse apoferritin like a general anesthetic | apoferritin/1-aminoanthracene competitive binding, fluorescence | 350,000 tested, 0.074% active | P02791 | Potency, µM (doses to about 77.5 µM), for the others: top-dose activity change, negative = displacement, hits mostly inhibitors; further: potency means the concentration at half of the fitted maximal effect; on the % scale 0 is the no-effect control and ±100 the full control effect; nearly all actives have a fitted effect of over 20% in size
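Apoferritin-based anesthetic binding model; compound displacement of fluorescent 1-AMA measured as endpoint fluorescence after 10 minutes at room temperature, scaled to free-ligand and complex controls.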
Glioma ERSR ind: ER stress response induction in glioma. Potency, µM, without a hit: at the highest dose activation, usual class: activators. AID 602332. 420,000 tested, 0.02% active. U87-MG GRP78 promoter luciferase reporter, 16 h; further: potency means the concentration at half of the fitted maximal effect; series mostly up to about 76 µM; % of control where 0% means no effect; nearly all actives have a fitted effect of over 35% in size
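ERSR induction read as luciferase luminescence (Bright-Glo, 10 min at room temperature) in stably transfected human U87-MG glioma cells exposed to compounds for 16 h, using GRP78 as sensor.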
POLK inh: DNA polymerase kappa (human) inhibition; AID 588579; purified Pol kappa, fluorescent DNA synthesis assay, 10 min; Q9UBT6; Potency, µM (top dose mostly 107 µM), for the others: at the highest dose activity, negative = inhibition, actives largely listed as inhibitors; 400,000 tested, 0.53% active; further: potency means the concentration at half of the fitted maximal effect; on the % scale 0 is the no-effect control and ±100 the full control effect
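First, compounds were pin-transferred onto 10 nM Pol kappa. After 15 min at room temperature, substrate was added to 50 nM final. Fluorescence was then measured kinetically at 0 and 10 min.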
* marks the source's active call; other numbers are inactive results; ? = inconclusive; · = not tested or not shown; [ ] = dose if it differs, or a comment. Unless noted, the call rests on the fitted dose curve; in most records, active means well fitted curve in the direction sought with a large enough effect; inconclusive means small, poorly fitted or top-dose-only effect, or another doubt; inactive means no such curve, though single readings can be large; an effect the other way counts as inactive or inconclusive. The list is partial, so the mix of outcomes need not match the whole.

SMILES | POLI inh | POLB inh | APE1 inh | BLM inh | LDHA block | Pol eta inh | Apoferritin bind | Glioma ERSR ind | POLK inh
COc1cccc(-c2cccc(NC(=O)C3CCN(Cc4ccc(C)o4)CC3)c2)c1 | 23% | 40% | 42%[activator] | 0% | -2 | -2% | -9% | 0% | 1%
COc1ccc(OC)c(-n2c(=S)[nH]c3cc(C(=O)N4CCCCC4)ccc3c2=O)c1 | 79%[activator] | -15% | -2% | -5% | 0 | -19% | -13% | -3% | -13%
CCC(=O)Nc1nnc(/C=C/c2ccc(OC)cc2)s1 | ? | ? | 7% | -2% | -10 | -9% | 147%[activator] | 2% | -2%
COCCNC(=O)c1ccc(C(=O)C(=O)c2ccccc2)cc1 | 14% | -10% | -5% | -4% | -4 | -10% | -9% | -3% | -9%
CCOCCCNc1ncnc2c1cnn2-c1ccc(C)c(C)c1 | ? | 23% | · | -1% | 0 | -2% | -6% | 1% | -8%[60.1 µM]
c1ccc2c3n(nc2c1)CCCO3 | 10% | · | 18% | · | -5 | -17% | · | 1% | 5%
CC1CCC(NC(=O)c2ccc(N3CCCC3=O)cc2)CC1 (stereo unspecified) | ? | 19% | 0% | 2% | -5 | -15% | -6% | 3% | 2%
CCC(=O)N1CCNC(=O)C1CC(=O)Nc1ccc(C)c(Cl)c1 (stereo unspecified) | 27% | 6% | 1% | -2% | 0 | -9% | -4% | -1% | -10%

Whole records, looked up by structure. Order of screens: POLI inh	POLB inh	APE1 inh	BLM inh	LDHA block	Pol eta inh	Apoferritin bind	Glioma ERSR ind	POLK inh
Profile of CCOCCCNc1ncnc2c1cnn2-c1ccc(C)c(C)c1 → ?	23%	·	-1%	0	-2%	-6%	1%	-8%[60.1 µM]
Profile of CC1CCC(NC(=O)c2ccc(N3CCCC3=O)cc2)CC1 (stereo unspecified) → ?	19%	0%	2%	-5	-15%	-6%	3%	2%
Profile of c1ccc2c3n(nc2c1)CCCO3 → 10%	·	18%	·	-5	-17%	·	1%	5%

The list continues.
SMILES | POLI inh | POLB inh | APE1 inh | BLM inh | LDHA block | Pol eta inh | Apoferritin bind | Glioma ERSR ind | POLK inh
Cc1ccc(NC(=O)Nc2c[nH]c(=O)[nH]c2=O)c(Cl)c1 | 3% | ? | · | -9% | -8 | -17% | -13% | -2% | -1%
CCOC(=O)C1(Cc2ccccc2)CCCN(S(=O)(=O)N(C)C)C1 (stereo unspecified) | 8% | -2% | 7% | -4% | 1 | -13% | -5% | -3% | 12%
COc1cc(OC)cc(-c2nnc(SCC(=O)N3CCOCC3)o2)c1 | -8% | 11% | -3% | 1% | -1 | -8% | -12% | -2% | -8%
COc1ccccc1NC(=O)CSCc1cc(=O)n2c(C)csc2n1 | -4% | 4% | 26% | -1% | 1 | -10% | -3% | -5% | 10%
CNc1ncncc1-c1c(C)noc1C | · | · | 15% | 1% | · | · | · | -2% | -1%[60.1 µM]
COC(=O)Cn1cnc2c(cnn2-c2ccc(C)cc2)c1=O | 37%[activator] | 4% | -12% | -1% | 1 | -18% | 5% | 5% | -5%
O=C(OCc1cc(=O)n2c(n1)sc1ccccc12)c1ccc(O)cc1O | 40µM* | 2.8µM* | ? | -18% | -6 | ? | -15% | ? | 79µM*
O=C(CCCn1c(=O)c2cccn2c2cccnc21)Nc1ccccc1Br | 34%[activator] | -4% | · | -3% | -11 | -4% | -4% | 0% | -4%

2 neighbouring compounds from above, for reference:
SMILES | POLI inh | POLB inh | APE1 inh | BLM inh | LDHA block | Pol eta inh | Apoferritin bind | Glioma ERSR ind | POLK inh
COC(=O)Cn1cnc2c(cnn2-c2ccc(C)cc2)c1=O | 37%[activator] | 4% | -12% | -1% | 1 | -18% | 5% | 5% | -5%
O=C(OCc1cc(=O)n2c(n1)sc1ccccc12)c1ccc(O)cc1O | 40µM* | 2.8µM* | ? | -18% | -6 | ? | -15% | ? | 79µM*

(cont.)
SMILES | POLI inh | POLB inh | APE1 inh | BLM inh | LDHA block | Pol eta inh | Apoferritin bind | Glioma ERSR ind | POLK inh
Cc1cc(C)c(C#N)c(SCC(=O)NC2CC2)n1 | 11% | -18% | -1% | -3% | -2 | 0% | -8% | 1% | -4%
Cc1cccc(-n2ccnc2SCC(=O)N2CCCc3ccccc32)c1C | -5% | 28% | 17% | 4% | -1 | -25% | 3% | -4% | 0%
O=[N+]([O-])c1cc(O)c2ncccc2c1 | 54%[activator] | 13% | 4% | -11% | 37 | -3% | -15% | -1% | -14%
COc1ccc(NC(=O)CN(C)C(=O)CNC(=O)c2sc3ccccc3c2Cl)cc1 | 287%[activator] | · | 1% | · | 0 | 0% | · | 8% | -3%
O=c1c2ncn([C@@H]3O[C@@H]4COP(=O)(O)O[C@H]4[C@H]3O)c2nc2[nH]c(-c3ccccc3)cn12 | · | · | -6% | 0% | · | · | -10% | -1% | 9%[60.1 µM]
NC(=O)CSc1nnc(NC(=O)c2cccc(S(=O)(=O)N3CCCCC3)c2)s1 | 15% | -2% | -13% | 1% | -8 | 1% | -12% | -4% | 0%
Cc1[nH]c2ccc(C(=O)Nc3ccncc3)cc2c1C | ? | ? | -21% | -5% | -7 | -6% | -10% | 10% | -11%
Cc1ccc(C(=O)NC(Cc2cccc(F)c2)C(=O)O)cc1 (stereo unspecified) | ? | · | -1% | · | -2 | 1% | · | -2% | -17%
Cn1ncc(Cl)c1C(=O)N1CCN(c2ccc(F)cc2)CC1 | 7% | -6% | 7% | 2% | 1 | -4% | -11% | -3% | -14%
COc1ccc(CCNC(=O)C2CCN(C(=O)c3ccc(Br)cc3)CC2)cc1OC | 14% | 1% | -15% | -8% | 2 | -14% | -7% | -4% | 0%
Cc1nc2c(C#N)c(-c3ccc(Cl)cc3)ccn2n1 | -10% | 0% | 1% | -11% | -2 | -16% | -4% | -2% | 0%
CC(=C\c1ccccc1)/C=C1/SC(=O)N(CCCC(=O)Nc2ccc(C(=O)O)cc2)C1=O | 12% | 24% | -8% | 0% | -6 | -3% | -18% | -5% | -7%
Cc1nnc(SCCOC(N)=O)n1C | 15% | -8% | 4% | 1% | 0 | -11% | -7% | -5% | 2%
CN[C@@H]1[C@H](O[C@@H]2O[C@H](C)[C@@](O)(CO)[C@H]2O[C@H]2[C@H](O)[C@H](O)[C@H](N=C(N)N)[C@@H](O)[C@@H]2N=C(N)N)O[C@@H](CO)[C@H](O)[C@H]1O | · | · | 1% | 0% | · | · | 4% | 3% | -4%[60.1 µM]
O=C(NCCc1ccccc1)c1ccc(NC2=NC3CS(=O)(=O)CC3S2)cc1 (stereo unspecified) | 4% | 1% | 1% | -6% | -13 | 4% | -7% | 0% | -6%
O=C(Nc1nnc(Cc2ccc([N+](=O)[O-])cc2)s1)c1ccc2c(c1)OCO2 | 56%[activator] | 24% | 4% | -5% | -1 | -5% | -5% | -2% | -2%
CCSc1nnc(NC(=O)c2c(-c3ccccc3Cl)noc2C)s1 | 11% | 6% | -6% | -7% | 0 | 17% | -6% | -5% | -4%
Cc1ccc(C(=O)N2CCCC2)cc1S(=O)(=O)Nc1cccc(C)c1C | 41%[activator] | -2% | 21% | -2% | -2 | -15% | -5% | -4% | -3%
Cc1nnc(SCC(=O)Nc2ccc3c(c2)OCCO3)n1N | 20% | 0% | 2% | -6% | -4 | -10% | -11% | 0% | -13%
O=C(OCCN1CCOCC1)c1ccc(Cl)cc1Cl | -7% | -3% | 30% | -3% | -12 | -19% | 4% | 0% | -4%
CC(=O)c1cc2c(cc1NC(=O)CN1CCCCCCC1)OCO2 | 15% | -26% | -2% | 2% | -7 | -13% | -19% | -9% | -6%
Cc1ccc(NC(=O)CN2C=NS(=O)(=O)c3ccccc32)cc1 | 9% | 10% | · | 2% | -3 | 1% | 7% | -3% | -9%[60.1 µM]
COC(=O)c1cc(S(=O)(=O)N2CCN(c3ccccc3OC)CC2)cn1C | 12% | 4% | -1% | -2% | -1 | ? | -2% | 0% | -9%
C=CCN(C)NC(=S)Nc1ccccc1 | 8% | 7% | 2% | 1% | -10 | -15% | -7% | 1% | -4%

Grouped by structure: the compounds so far containing fluorine (2)
SMILES | POLI inh | POLB inh | APE1 inh | BLM inh | LDHA block | Pol eta inh | Apoferritin bind | Glioma ERSR ind | POLK inh
Cc1ccc(C(=O)NC(Cc2cccc(F)c2)C(=O)O)cc1 (stereo unspecified) | ? | · | -1% | · | -2 | 1% | · | -2% | -17%
Cn1ncc(Cl)c1C(=O)N1CCN(c2ccc(F)cc2)CC1 | 7% | -6% | 7% | 2% | 1 | -4% | -11% | -3% | -14%

Carrying on.
SMILES | POLI inh | POLB inh | APE1 inh | BLM inh | LDHA block | Pol eta inh | Apoferritin bind | Glioma ERSR ind | POLK inh
COC(=O)C1=C(C(=O)OC)[C@@H]2N(Cc3ccccc3)c3ccccc3[C@@]23C[C@@H](C(=O)OC)N=C3N1 | 14% | 0% | -3%[12.4 µM] | 0%[12.4 µM] | 0 | -4% | -19% | -1% | 0%
CCCN(CC)c1ncnc2[nH]ncc12 | 117%[activator] | · | · | · | -7 | -15% | · | -5% | -13%
Cc1nc2ccccn2c1C(=O)N/N=C/c1ccc(F)cc1 | 7% | 23% | 22% | -1% | -7 | -5% | 1% | -2% | -1%
CCOC(=O)CC1ON(C)C(=O)N1c1ccc(Cl)cc1Cl (stereo unspecified) | 9% | 15% | 0% | 1% | -2 | -12% | -23% | -7% | -8%
